# S1P3 antag = S1P3 receptor antagonists, primary screen, cell-based. Sphingosine 1-phosphate receptor 3 (Homo sapiens), Q99500. inhibition, % at 4.98 µM. actives 0.27% (n = 170,000). CHO S1P3 NFAT-BLA reporter, FRET fluorescence, antagonist mode. AID 485, 2006;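 active = inhibition above the plate cutoff, the mean inhibition of test wells on that plate plus 3 SD, cut at about 28% in these data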;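 also: cells challenged with S1P at its EC80 of 0.8 µM; blue over green emission ratio from cleaved BLA substrate after 4 h stimulation; 0% = S1P-stimulated wells and 100% = unstimulated DMSO-only wells; some compounds past the cut are filed as inactive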
# Target sequence (Q99500 whole entry, looked up): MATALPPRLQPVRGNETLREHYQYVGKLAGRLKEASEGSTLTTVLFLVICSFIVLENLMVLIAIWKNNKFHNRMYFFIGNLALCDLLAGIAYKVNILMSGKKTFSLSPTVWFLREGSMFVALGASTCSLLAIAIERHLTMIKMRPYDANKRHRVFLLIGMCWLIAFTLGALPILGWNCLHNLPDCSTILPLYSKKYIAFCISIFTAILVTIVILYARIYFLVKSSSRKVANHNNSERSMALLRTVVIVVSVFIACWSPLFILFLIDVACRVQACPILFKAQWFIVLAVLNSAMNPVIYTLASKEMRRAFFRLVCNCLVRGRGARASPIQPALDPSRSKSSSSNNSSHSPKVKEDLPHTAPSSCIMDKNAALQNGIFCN
# * = called active by the depositor; & = joins results of further samples.
S1P3 antag	mol
-8.1	Cc1ccc(C(C[N+](=O)[O-])Sc2ccc(N)cc2)cc1 (configuration not stated)
4.1	COc1ccc2noc3c2c1C(=O)c1ccccc1-3
1.6	COC(=O)c1cc(OC)c(OC)c(OC)c1[N+](=O)[O-]
-8.4	CC(C)=NNc1nc2c(c(=O)n(C)c(=O)n2C)n1C
1.3	O=C(O)COc1ccc(/C=N/NC(=O)c2ccc(-c3csc(Nc4ccc(Cl)cc4)n3)cc2)cc1
-1.6	O=C(NCc1ccc2c(c1)OCO2)c1ccc2c(c1)OCO2
-4.6	Clc1cccc(N=NN2CCOCC2)c1Cl
3.6	Cc1cc(-c2c(C(=O)N3CCOCC3)c(C)nn2-c2cccc(C(F)(F)F)c2)no1
14.5	COc1ccc(/C=N/NC(=O)c2cccc(Br)c2)cc1COc1ccccn1
9.6	NC(=S)N/N=C/c1ncc(C(F)(F)F)cc1Cl
-5.0	COc1ccc(NC(=O)c2cc(F)c(F)cc2Cl)cc1Cl
-16.4	COC(=O)C1C(C(=O)OC)C1(c1ccccc1)c1ccccc1 (configuration not stated)

# 2 compounds picked at random from the list so far, as already listed:
S1P3 antag	mol
-16.4	COC(=O)C1C(C(=O)OC)C1(c1ccccc1)c1ccccc1 (configuration not stated)
4.1	COc1ccc2noc3c2c1C(=O)c1ccccc1-3

# (list continues)
S1P3 antag	mol
-1.4	O=C(Nc1ccc(Oc2ccc(NC(=O)Nc3ccccc3Cl)cc2)cc1)Nc1ccccc1Cl
4.6	Cc1ccc(S(=O)(=O)N2CCOCC2)cc1C(=O)Nc1ccc(C(N)=O)cc1
-0.5	CC(C)CC1(C)NC(=O)N(Cc2cc([N+](=O)[O-])cc3c2OCOC3)C1=O (configuration not stated)
10.7	COc1cccc(Oc2c(C)oc3c(CN4CCCC4)c(O)ccc3c2=O)c1
9.6	COc1ccc(-n2nnc3c(SCC(=O)N4CCCc5ccccc54)ncnc32)cc1
1.9	COc1ccc(C(=O)C2CCCN(C(=O)Cn3nc(C)cc3C)C2)cc1F (configuration not stated)
-0.3	CCCCCC(=O)NN1C(=S)N(c2ccc(OC)cc2)C(=O)C1CC(=O)Nc1ccccc1 (configuration not stated)
15.7	CCCCCCCCS(=O)C1CS(=O)(=O)CC1O (configuration not stated)
-8.5	CN(C1=NC(=O)CS1)c1ccc(O)cc1
-7.5	CCOC(=O)c1ccccc1NC(=O)CN1CCC(n2nnc3cc(C(F)(F)F)ccc32)CC1
5.2	CCN1Cc2c(/C=C/c3ccccc3)nc3ccc(OC)cc3c2N(c2cccc(Cl)c2)C1
-3.1	CCN(CC)Cc1cc2[nH]c3c4ccc(Cl)cc4ncc3c2cc1OC
-4.4	COc1ccc(/C=C(\NC(=O)c2ccccc2)C(=O)N/N=C/c2cccnc2)cc1
-1.0	CCCCSc1nc(C(=O)O)cc(=O)[nH]1
-0.2	O=C(O)C1=NN(c2ccccc2)C(=O)C1
7.7	Cc1ccc(-n2c(C)cc(/C=C3/SC(=O)N(CC(=O)N4CCOCC4)C3=O)c2C)nc1
4.4	CCc1ccc(-c2nc(CS(=O)CC(=O)O)c(C)o2)cc1 (configuration not stated)
5.8	Cc1ccc(S(=O)(=O)Nc2cccnc2Oc2ccc(Cl)cc2)cc1
-10.5	CCn1c(=O)c([N+](=O)[O-])c(NCc2ccco2)c2ccccc21
0.6	O=C(N/N=C/c1cccnc1)NC12CC3CC(CC(C3)C1)C2
-4.9	Cc1c(C)[n+](=O)c(-c2ccc(Br)cc2)c(C)n1[O-]
3.5	CCc1ccc(N2CN(Cc3cccnc3)CNC2=S)cc1
-1.3	COc1cc([N+](=O)[O-])c(OC)cc1SCc1n[nH]c(=S)n1-c1ccc(F)cc1
7.6	C=C(C)C(=O)Nc1ccc2c(c1)OCCOCCOCCO2
-2.9	S=c1[nH]nc(Cn2c(-c3ccccn3)nc3ccccc32)n1-c1ccc2c(c1)OCCO2
4.4	Cc1ccc2oc(=O)n(CC(=O)N3CCOCC3)c2c1
0.0	CC(NCc1ccc(S(N)(=O)=O)cc1)C(=O)N1CCc2ccccc21 (configuration not stated)
7.3	COc1cccc(C2C3=C(CCCC3=O)Nc3nc4ccccc4n32)c1OC (configuration not stated)
-1.1	Cc1cc(C)n2nnnc2n1
-24.6&4.4	O=C(O)C(Cc1c[nH]c2ccccc12)N1C(=O)c2ccccc2C1=O (configuration not stated)
6.5	O=c1[nH]nnc2c1sc1nc(N3CCOCC3)c3c(c12)CCCC3
1.1	CN(CCO)c1nc(N)c(C#N)c(CC#N)c1C#N
6.7	Cc1ccc(O)c(NC(=O)C2CCCCC2)c1
-15.7	Cc1cccc(C(=O)NNC2=CC(=O)CC(C)(C)C2)c1O
-0.5	CC(C)c1ncc(C(O)c2ccccc2)n1C (configuration not stated)
-2.0	c1ccc(-c2nc(-c3ccccn3)nc(-c3ccccn3)n2)nc1
-10.3	Cc1nc(N)[nH]c(=O)c1CC(=O)OCCCl
9.4	CCOC(=O)N1CCN(c2c(N3CCN(c4ccccc4F)CC3)c(=O)c2=O)CC1
-12.5	O=C(Nc1ccc2[nH]ccc2c1)c1ccc(F)cc1
-7.5	CC(=O)N/C(=C\c1ccc(Cl)cc1)C(=O)O
-9.6	CCN1C(=O)C(CC(=O)Nc2ccc(OC)cc2)N(CCN2CCOCC2)C1=S (configuration not stated)
5.9	Cc1ccc(S(=O)(=O)NC(=O)Nc2nc(-c3ccc(F)c(F)c3)cs2)cc1
-1.5	CCOC(=O)c1ccc(N2CCCCC2)c(NS(=O)(=O)c2ccc(C)cc2)c1
1.1	CCOC(=O)c1c(N)c2cc([N+](=O)[O-])ccc2n1C
0.4	COc1ccc([N+](=O)[O-])c(OC)c1C(=O)NC(=O)Nc1nc(C)cc(C)n1
3.3	COc1ccc(CN(C(C)=O)c2ccccc2C(=O)O)cc1
-7.6	CCn1c(Oc2ccc(Oc3ncc(Cl)cc3Cl)cc2)nc2c1c(=O)n(C)c(=O)n2C
-7.6	Cc1ccc(NC(=O)N2CCCC(c3nc(-c4ccc(F)cc4)no3)C2)cc1 (configuration not stated)

# Some of the entries above in another layout.
canonical_smiles	S1P3 antag
Cc1nc(N)[nH]c(=O)c1CC(=O)OCCCl	-10.3
CCOC(=O)N1CCN(c2c(N3CCN(c4ccccc4F)CC3)c(=O)c2=O)CC1	9.4
O=C(Nc1ccc2[nH]ccc2c1)c1ccc(F)cc1	-12.5
CC(=O)N/C(=C\c1ccc(Cl)cc1)C(=O)O	-7.5
CCN1C(=O)C(CC(=O)Nc2ccc(OC)cc2)N(CCN2CCOCC2)C1=S (configuration not stated)	-9.6

# (cont.)
S1P3 antag	mol
21.1	FC(F)(F)c1cccc(-c2nc3nc(Cl)c(Cl)nc3[nH]2)c1
0.3	Cc1nc(NCc2ccccc2)c2cc[nH]c2n1
-6.1	Cc1onc(-c2ccccc2)c1CNC(=O)CN1C(=O)c2ccccc2C1=O
-1.0	c1ccc2cc(OCCOCCOc3ccc4ccccc4c3)ccc2c1
-5.2	CCCn1c(=O)n(C)c(=O)c2c3oc(=O)c(NC(=O)c4ccc(F)cc4)cc3[nH]c21
8.4	Cc1nn(C)c2ncc(C(N)=O)c(Oc3cccnc3)c12
-4.2	O=C(O)/C=C/c1ccc(S(=O)(=O)N2CCN(CCN3C(=O)C4C5C=CC(C5)C4C3=O)CC2)cc1 (configuration not stated)
-4.5	N#CCCN(Cc1ccccc1)C(=O)c1cccs1
-12.0	COc1ccc(OCC(=O)O/N=C(\N)c2ccc(OC)cc2)cc1
5.0	O=C(Oc1ccccc1)c1cccnc1Oc1ccccc1
-3.9	Nc1nc2nn(-c3ccccc3)nc2c(=O)[nH]1
0.1	Cc1nnsc1C(=O)NCc1c(F)cccc1Cl
-8.4	CCOc1cc(/C=N/NC(=O)c2cc(C)n(-c3ccc(F)cc3)c2C)ccc1O
-1.1	COC(=O)c1cc2c(s1)-c1ccc(OC)cc1CC2
3.1	O=c1oc(-c2cccc(C(F)(F)F)c2)nn1-c1ccc(C(F)(F)F)cn1
-8.9	Nc1nc(C23CC4CC(CC(C4)C2)C3)[nH]c(=O)n1
16.4	Cc1cc(C[n+]2cc(Cl)ccc2N)c2ncccc2c1
1.0	O=S(=O)(c1cccc(C(F)(F)F)c1)N1CCCC1c1cccnc1 (configuration not stated)
5.6	Cc1cc(C)c(-n2nnnc2SCC(=O)c2cccs2)c(C)c1
5.1	COc1cc(Br)c(Br)c(Br)c1N
-1.1	Cc1nc2ccccn2c1-c1ccnc(=S)[nH]1
5.1	CN(C)CCCNc1nc2sc3c(c2c(=O)n1CCc1ccccc1)CCCCC3
-24.1	CCCc1cc(=O)oc2c(CN(CC)CC)c(O)c(Cl)cc12
-11.6	CCC/C(C)=N\Nc1nc2c(c(=O)n(C)c(=O)n2C)n1C
-7.2	Cc1ccc(O)c(-c2cc(C(=O)Nc3cccnc3)[nH]n2)c1
-0.3	Cc1ccc(-c2[nH]ncc2CNCCc2cnn(-c3ccccc3)c2)cc1C
13.1	Cc1ccccc1NC(=O)c1ccccn1
16.4	COc1ccc(N2CCN(c3nc4c(c(=O)[nH]c(=O)n4C)n3Cc3ccccc3Cl)CC2)cc1
1.6	O=C(N/N=C\c1cn[nH]c1-c1ccc(Cl)cc1)c1cccs1
0.2	O=C(c1ccc(CSc2nc3ccncc3[nH]2)cc1)N1CCCCCC1
6.5	COc1ccc(C2c3[nH]c4ccccc4c3CCN2C(=O)Cc2nonc2C)c(F)c1 (configuration not stated)
-22.8	Cc1nnc(Sc2nc3c(c(=O)[nH]c(=O)n3C)n2CCc2ccccc2)s1
2.1	COc1ccc(Nc2nc(N)nc(CSC(=S)N3CCCCC3C)n2)cc1 (configuration not stated)
-7.1&10.1	COc1ccc(C(=S)N2CCN(c3cccc(Cl)c3)CC2)cc1
-2.6	COc1ccc(C(=O)N2CC(c3ccccc3)CC2=O)cc1 (configuration not stated)
10.6	C[C@H](NS(=O)(=O)c1ccc(Cl)cc1)C(=O)OCC(=O)c1ccc[nH]1

# Of the compounds above, these contain a CF3 group.
S1P3 antag	mol
3.6	Cc1cc(-c2c(C(=O)N3CCOCC3)c(C)nn2-c2cccc(C(F)(F)F)c2)no1
9.6	NC(=S)N/N=C/c1ncc(C(F)(F)F)cc1Cl
-7.5	CCOC(=O)c1ccccc1NC(=O)CN1CCC(n2nnc3cc(C(F)(F)F)ccc32)CC1
21.1	FC(F)(F)c1cccc(-c2nc3nc(Cl)c(Cl)nc3[nH]2)c1
3.1	O=c1oc(-c2cccc(C(F)(F)F)c2)nn1-c1ccc(C(F)(F)F)cn1
1.0	O=S(=O)(c1cccc(C(F)(F)F)c1)N1CCCC1c1cccnc1 (configuration not stated)

# The results go on.
S1P3 antag	mol
-11.5	Cc1ccc2c(C)c(C(=O)N3CCC(N4CCC(C(=O)NC5CC5)CC4)CC3)oc2c1
1.1	O=C(O)CC1(CC(=O)Nc2ccc3c(c2)OCCCO3)CCCCC1
1.2	CC(=O)Oc1cc2oc(=O)cc(C)c2cc1Cl
8.6	O=C(NCCN1C(=O)S/C(=C\c2cccnc2)C1=O)c1ccc(S(=O)(=O)N2CCCC2)cc1
-4.6	Cc1cc[n+](-c2[nH]c(=O)sc2/C=N/N=C(\[O-])c2ccccc2)cc1
-6.6	NNC(=O)c1cc(-c2ccc(N)cc2)nc2ccc(Br)cc12
-0.2	COC(=O)[C@H](Cc1ccccc1)NC(=O)N(C)Cc1ccccc1
-6.9	O=C(CCS(=O)(=O)c1ccccc1)Nc1nc2cc3c(cc2s1)OCO3
-8.1	CCC(=O)Nc1nc2nc(-c3ccccc3)cc(=O)n2[nH]1
4.8	CCN(CC)c1nc2c(c(=O)n(C)c(=O)n2C)n1CC(=O)c1ccccc1
-10.5	Oc1ccccc1N1CCN(c2nnnn2-c2ccccc2)CC1
3.7	COc1cc2c(cc1OC)CN(C(=O)c1ccc(S(=O)(=O)N3CCCC3)cc1)CC2
-1.6	CC1(C)Cc2c(sc3nc(C4CCCCC4)n(N)c(=O)c23)CO1
-8.8	CC(C)CCOC(=O)C(C)Sc1n[nH]c(=O)[nH]c1=O (configuration not stated)
-4.6	O=C(NCc1ccco1)C1CC(c2ccc(F)cc2)=NO1 (configuration not stated)
2.8	Cc1ccc2cc(COC(=O)c3cccc([N+](=O)[O-])c3)c(=O)[nH]c2c1
4.4	CCC(C)[C@H](NC(=O)NCCC1=CCCCC1)C(=O)OC (some centres not stated)
9.3	O=C(CN1C(=O)c2ccccc2C1=O)N1CCN=C1c1ccccc1
0.9	CCCn1c(=N)n(CC(O)COc2ccc(C)cc2)c2ccccc21 (configuration not stated)
-5.0	CC(=O)Nc1ccc(S(=O)(=O)NC(C(=O)O)C(C)O)cc1 (configuration not stated)
-5.8	CN(C)C(=O)c1coc2nc3ccccc3nc12
-1.8	CCOc1ccc(CCNc2nc3ccccc3n3cnnc23)cc1OCC
11.9	CN(c1ccccc1)S(=O)(=O)c1cccc(NC(=O)c2ccc3ncsc3c2)c1
-7.4	COc1ccccc1NS(=O)(=O)c1ccc(C)c(NC(=O)NCCCl)c1
-10.8	c1ccc2c(c1)Nc1cc3ccccc3cc1S2
-15.7	Cc1nc(N)sc1C(=O)N1N=N1
2.0	O=[N+]([O-])c1ccc2nc(-c3ccncc3)[nH]c2c1
-3.0	COc1cc(C(=O)Nc2nc(C)cc(C)n2)cc(OC)c1OC
14.1	CCOC(=O)/C(=N\Nc1ccc(Br)cc1)N1CC(C)OC(C)C1 (configuration not stated)
2.8	COc1ccc(S(=O)(=O)N2CCCC2c2cccs2)cc1 (configuration not stated)
-10.7	C/C(=N\O)C(=O)Nc1ccccc1
-1.4	Cc1c(Cl)cccc1S(=O)(=O)Nc1ccnn1C
-7.3	CCOP(=O)(OCC)C(NC(=O)Nc1ccc(C)cc1)C(N)=O (configuration not stated)
-7.0	O=C(Nc1ccccc1F)Oc1cccc(OC(=O)Nc2ccccc2F)c1
2.8	CCN(CC)S(=O)(=O)c1ccc(NC=C(C#N)C#N)cc1
3.2	COCC(=O)Nc1ccc2nc3n(c(=O)c2c1)CCCCC3
14.4	O=C(N/N=C/c1ccc([N+](=O)[O-])o1)c1sc2ccccc2c1Cl
-0.3	CC1(C)Cc2c(c(N3CCOCC3)nc3sc4c(NCC5CCCO5)nnnc4c23)CS1 (configuration not stated)
-13.7	C/C(Cc1ccccc1)=N\NC(=O)CNC(=O)c1ccccc1O

# A portion of the library, so the mix of outcomes need not match the whole.
